TcdB inh = TcdB glycohydrolase inhibition. P18177. TcdB glycohydrolase enzymatic assay, plate reader. inhibition, % at 9.99 µM. 350,000 tested, 0.24% active; in the data active = inhibition above about 10%
CCHFV vOTU inh = blocks the CCHF virus ovarian tumor domain protease | CCHFV vOTU protease, Pep-AMC fluorescence | inhibition, % at 11.5 µM | 370,000 tested, 0.55% active | AID 651958; in the data active = inhibition above about 30%; also: 0% = vehicle wells with enzyme and 100% = no enzyme wells
Yp Topo-I inh = inhibitors of Yersinia pestis topoisomerase I | 360,000 tested, 0.064% active | activity, % at 10 µM | AID 504884 | Y. pestis Topo-I cleavage product accumulation, plate reader; in the data active = activity above about 50%, passing the limit was not always enough; inconclusive = no clear call, values can overlap the other calls; also: inactives centre near 2
Anthrax LF prot = anthrax lethal factor protease inhibition | multiplex microsphere protease cleavage assay, LF | 360,000 tested, 0.12% active | inhibition, % at 10 µM | P15917 | AID 588501; also: plate controls were buffer without enzyme for full effect and enzyme alone for no effect
FadD28 FP inh = inhibitors of Mycobacterium tuberculosis FadD28 bisubstrate binding; FadD28 bisubstrate probe binding, fluorescence polarization; inhibition, % at 12.5 µM; 360,000 tested, 0.22% active; AID 588549; in the data active = inhibition above about 8.5%, passing the limit was not always enough; inconclusive = no clear call, values can overlap the other calls
PfHsp40 rescue = restores yeast growth despite PfHsp40 toxicity; S. cerevisiae expressing PfHsp40, growth rescue, ATP luminescence; 340,000 tested, 0.68% active; growth rescue, % at 12.5 µM; AID 504582; in the data active = growth rescue above about 28%, passing the limit was not always enough; inconclusive = no clear call, values can overlap the other calls;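 also: yeast W303a lacking pdr1 and pdr3 grown in galactose medium; growth measured after three days at 30 °C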
BoNT-F LC inh = BoNT F light chain protease inhibition. inhibition, % at 10 µM. Multiplex microsphere protease cleavage assay, flow cytometry. 360,000 tested, 0.22% active; in the data active = inhibition above about 35%, passing the limit was not always enough; inconclusive = no clear call, values can overlap the other calls; also: plate controls were buffer without enzyme for full effect and enzyme alone for no effect
BoNT-A LC inh2 = BoNT A light chain protease inhibition; multiplex microsphere protease substrate cleavage, flow cytometry; inhibition, % at 10 µM; 360,000 tested, 0.17% active; also: plate controls were buffer without enzyme for full effect and enzyme alone for no effect
PrPC surface inh = reduces human prion protein on the cell surface; P04156; AID 720596; inhibition, % at 13.8 µM; cell surface PrPC, TR-FRET read-out; 370,000 tested, 0.43% active; in the data active = inhibition above about 24%; also: 0% = median of the test wells and 100% = reference compound wells
The depositor's hits bear a star; ? = inconclusive; / = not tested or not shown. Rule as the data show it, unless noted: active = inhibition above about 30%; inconclusive = no clear call, values can overlap the other calls; inactive = below that.

item	Structure	TcdB inh	CCHFV vOTU inh	Yp Topo-I inh	Anthrax LF prot	FadD28 FP inh	PfHsp40 rescue	BoNT-F LC inh	BoNT-A LC inh2	PrPC surface inh
1	Cc1cc(C)cc(NC(=O)C2CCN(C(=O)[C@@H]3Cc4ccccc4CN3)CC2)c1	-1.8	14	-3	-7	-0.6	10.0	-25	-7.1	-12
2	O=C(Nc1cccc(O)c1)c1cccc(S(=O)(=O)Nc2cccc(O)c2)c1	3.1	12	-2	-3	-5.3	-0.7	-20	3.6	-13
3	COc1ccc(NC(=O)c2ccccc2NS(=O)(=O)c2ccc(CNC(C)=O)cc2)c(OC)c1	0.4	10	8	-6	-0.3	-0.9	-19	-3.3	0
4	Cc1ccc(C(NC(=O)C2CCN(Cc3ccc(Oc4ccccc4)cc3)CC2)c2ccccn2)cc1 (stereo not given)	1.8	11	16	-3	-7.0	/	-5	-0.2	-12
5	COC(=O)c1ccccc1N1C(=O)[C@@H]2C(c3ccc(F)cc3)=NO[C@@H]2C1=O	/	0	-1	-1	-1.0	0.6	0	0.0	6
6	CCOc1ccc(Nc2nc(N)nc(CSC(=S)N3CCN(c4ccccc4)CC3)n2)cc1	0.5	1	4	-5	-4.8	-0.5	-7	-0.6	-2
7	CCN1C(=O)[C@H]2[C@@H](c3ccc(-c4ccccc4)c(OC)c3)N[C@@](Cc3ccccc3)(C(=O)OC)[C@H]2C1=O	0.9	-1	29	6	-0.6	23	11	-1.0	-7
8	COc1ccc(-c2cn3cccnc3n2)cc1NC(=O)c1cc(OC)c(OC)c(OC)c1	0.0	-38	8	-2	-6.8	1.3	-6	-0.6	-14
9	CCN1CCN(S(=O)(=O)c2ccc(Cl)c(C(=O)N(C)CCOc3ccc(Cl)cc3)c2)CC1	1.3	-11	18	2	-1.8	0.8	10	-0.9	-3
10	Cc1nc(SCc2ccc(C(=O)O)cc2)c2c(C)c(C)sc2n1	-2.4	-1	-12	0	-1.8	-1.5	-2	-0.1	8
11	CSC1=NSC2=NC(=O)/C(=C/c3coc4ccc(O)cc4c3=O)C(=N)N12	-5.3	-18	-23	-1	12*	-0.1	-1	2.7	-4
12	CCN1C(=O)c2ccccc2S(=O)c2ccc(C(=O)N3CCCC3)cc21 (stereo not given)	1.6	2	6	-5	-1.0	1.0	2	-0.4	-7
13	COc1ccc(CCNC(=O)C2CCCN(Cc3nc(-c4cccc(Cl)c4)oc3C)C2)cc1OC (stereo not given)	/	-2	8	1	-2.5	-0.9	4	2.4	-5
14	Cc1oc(C(C)(C)C)cc1C(=O)Nc1ccc2c(c1)OCO2	1.8	-9	6	/	-1.5	/	/	/	14
15	Cc1nc2c(OCc3cccc(Cl)c3)cccn2c1N(C)Cc1cccs1	0.7	4	0	-9	-3.3	/	-10	-0.3	9
16	CCOC(=O)c1sc(NC(=O)C(CC)OC(=O)C(CC(C)C)NC(=O)c2ccccc2)nc1C (stereo not given)	/	-1	1	-12	-0.5	1.3	-20	-1.4	-1
17	COc1ccc(-n2nc(C(=O)NCC(=O)N3CCC(C)CC3)c3ccccc3c2=O)cc1Cl	-2.1	7	6	-5	-0.3	1.6	12	-3.3	-3
18	CCOc1ccc(OCC(O)CN2CCc3ccccc3C2)cc1 (stereo not given)	2.1	-15	5	10	-3.7	-1.4	-20	0.8	5
19	CC(=NC1CCCCC1)c1ccc(O)cc1O	0.4	20	3	-3	-1.5	/	-6	-0.1	-1
20	Cc1cccc(/C=C2\CS/C(=C\c3cccc(C)c3)C2=O)c1	/	-12	11	5	0.6	-1.4	-1	5.0	-3
21	NC(=O)CSc1nnc(-c2cccs2)n1Cc1ccco1	0.5	-7	7	-12	1.5	-0.4	26	-2.4	-3
22	COc1ccc(NC(=O)c2ccc(OC(=S)N(C)c3ccc(OC)cc3)cc2)cc1	/	-9	2	-2	-0.6	1.4	-13	-0.1	-5
23	COc1cccc(CN2CC(C(=O)NCCc3ccc(C)o3)CCC2=O)c1 (stereo not given)	1.2	-1	-4	-1	-2.6	-0.5	-2	1.8	-2
24	COc1ccc(C(=O)NCCc2nnc3ccc(SCC(=O)Nc4ccccc4)nn23)cc1	0.4	0	8	-2	-12	-0.1	-7	1.2	-12

Single records, as listed above.
`NC(=O)CSc1nnc(-c2cccs2)n1Cc1ccco1` across the screens: TcdB inh: 0.5; CCHFV vOTU inh: -7; Yp Topo-I inh: 7; Anthrax LF prot: -12; FadD28 FP inh: 1.5; PfHsp40 rescue: -0.4; BoNT-F LC inh: 26; BoNT-A LC inh2: -2.4; PrPC surface inh: -3
`COc1ccc(C(=O)NCCc2nnc3ccc(SCC(=O)Nc4ccccc4)nn23)cc1` across the screens: TcdB inh: 0.4; CCHFV vOTU inh: 0; Yp Topo-I inh: 8; Anthrax LF prot: -2; FadD28 FP inh: -12; PfHsp40 rescue: -0.1; BoNT-F LC inh: -7; BoNT-A LC inh2: 1.2; PrPC surface inh: -12

The listing continues.
item	Structure	TcdB inh	CCHFV vOTU inh	Yp Topo-I inh	Anthrax LF prot	FadD28 FP inh	PfHsp40 rescue	BoNT-F LC inh	BoNT-A LC inh2	PrPC surface inh
25	COc1cccc(-c2cn(C[C@H]3CC[C@@H]([C@@H]4CC[C@H](Cn5cc(-c6cccc(OC)c6)nn5)O4)O3)nn2)c1	2.0	-5	1	4	-4.6	0.0	8	0.2	-3
26	O=C(NCc1ccco1)C(c1ccc(F)cc1)N(Cc1cccnc1)C(=O)Cn1nnc2ccccc21 (stereo not given)	/	15	-4	-3	-0.9	-0.1	4	-0.4	3
27	CCOc1cc(/C=C2/C(=N)N3C=CSC3=NC2=O)ccc1OCCCOc1ccccc1C	3.9	14	-4	2	-0.8	-1.5	-13	-0.5	-3
28	Cc1cc(C)n(-c2nncc(-c3ccccc3)n2)n1	/	16	1	-2	-6.1	-1.5	-5	-0.1	-21
29	Cc1ccc(C(C)NC(=O)c2cccnc2)cc1 (stereo not given)	1.1	-15	-1	5	-3.7	-0.5	4	0.1	-5
30	Cn1cc(-c2cnc3c(NC=O)cc(-c4cccc(C(F)(F)F)c4)cn23)cn1	1.5	-1	6	-1	-0.8	/	1	-0.3	-7
31	COc1cccc(N2CCN(c3ncnc4c3[nH]c3ccc(F)cc34)CC2C)c1 (stereo not given)	/	9	-23	-9	-3.7	11	-3	-0.3	85*
32	COc1cccc(NS(=O)(=O)c2ccc3[nH]cc(C(=O)NCCN4CCOCC4)c(=O)c3c2)c1	/	-6	-5	0	-13	-0.8	5	-0.1	-6
33	O=C(CS(=O)(=O)c1ccc(F)cc1)Nc1nnc(-c2ccccc2Cl)o1	1.9	-1	0	/	1.1	0.2	/	/	0
34	CN1CCN(c2ccc(C(CC(N)=O)NC(=O)Cc3cccc4ccccc34)cc2[N+](=O)[O-])CC1 (stereo not given)	0.4	-9	-4	-7	1.0	-0.2	-7	0.1	-3
35	Cc1ccccc1Nc1nc(N)nc(-c2oc3ccccc3c2C)n1	1.3	2	-1	14	-1.9	-1.0	29	-6.7	5
36	Cn1nc(C(=O)NNC(=O)c2ccccc2Br)c2ccccc2c1=O	0.7	0	9	1	1.2	-0.9	2	-3.2	-6
37	CCOc1ccc(NC(=S)Nc2ccc(OC(F)(F)F)cc2)cc1	/	-3	-6	3	-3.6	-0.7	1	0.0	0
38	Cc1cc(C)cc(N2CN=C3SCC(=O)N3C2)c1	/	-17	0	2	-5.2	0.3	8	0.6	0
39	COc1ccc(C(=O)NC2CCCc3c2cnn3-c2cccc(C)c2C)c(OC)n1 (stereo not given)	0.1	17	24	-2	-4.2	6.2	8	-0.2	19
40	CCN(Cc1ccccc1)C(=O)CCNS(=O)(=O)c1cc(Br)cnc1N	1.5	11	27	-1	0.0	0.9	-8	-1.4	-2
41	CCOc1ccc2nc(NC(=O)CN3CCC(n4nnc5cc(F)ccc54)CC3)sc2c1	/	-7	0	0	-1.5	7.8	-7	-0.6	-3
42	Cc1ccc(C)c(NC(=O)COC(=O)c2cc3ccccc3oc2=O)c1	2.3	4	2	-5	0.6	-0.7	10	6.2	4
43	CCc1nc2c(OCCOc3ccccc3)cccn2c1N(C)C(=O)C1CC1	/	/	17	-2	-1.3	/	-7	-0.4	/
44	CCOc1c(Cl)cc(CNc2ccc(S(N)(=O)=O)cc2)cc1OC	/	-5	-3	0	-1.7	-1.8	-2	-0.1	9
45	COc1ccc(N2CCN(C(=O)Cc3nn(C)c(=O)c4ccccc34)CC2)cc1	/	-4	-3	-2	-2.3	?	-1	-0.6	6
46	CCCCCn1c(=O)c(C(=O)Nc2cccc(C)c2)c(O)c2ccccc21	-0.5	-2	-7	-10	-0.4	-1.1	?	?	8
47	c1ccc2c(-n3cccn3)cccc2c1	/	5	5	-5	-3.7	-0.1	-2	-0.7	1
48	Cc1ccc2nc(C)cc(C(=O)N3CCCC(CO)(Cc4ccccc4C)C3)c2c1 (stereo not given)	1.2	8	9	-6	-6.6	1.4	-1	0.3	14

Given with two lines to a compound: entries from further up
Values in the order – TcdB inh	CCHFV vOTU inh	Yp Topo-I inh	Anthrax LF prot	FadD28 FP inh	PfHsp40 rescue	BoNT-F LC inh	BoNT-A LC inh2	PrPC surface inh
#41 CCOc1ccc2nc(NC(=O)CN3CCC(n4nnc5cc(F)ccc54)CC3)sc2c1
 : /	-7	0	0	-1.5	7.8	-7	-0.6	-3
#42 Cc1ccc(C)c(NC(=O)COC(=O)c2cc3ccccc3oc2=O)c1
 : 2.3	4	2	-5	0.6	-0.7	10	6.2	4
#43 CCc1nc2c(OCCOc3ccccc3)cccn2c1N(C)C(=O)C1CC1
 : /	/	17	-2	-1.3	/	-7	-0.4	/

Next entries:
item	Structure	TcdB inh	CCHFV vOTU inh	Yp Topo-I inh	Anthrax LF prot	FadD28 FP inh	PfHsp40 rescue	BoNT-F LC inh	BoNT-A LC inh2	PrPC surface inh
49	O=c1c2sccc2[nH]c(=S)n1-c1ccccc1	0.4	-12	8	-10	0.2	-1.4	2	-1.6	-4
50	COc1ccc(N/C=C(\C#N)c2ccc(OCCCF)cc2)cc1	0.0	6	13	-5	1.8	0.9	-12	-0.2	2
51	CC1CC(Nc2ccccc2)c2ccccc2N1C(=O)c1cccnc1 (stereo not given)	/	-7	3	1	-4.3	1.0	-3	-0.1	2
52	Cn1c(=O)c2c(nc(N3CCCCCC3)n2CC(O)COc2ccccc2)n(C)c1=O (stereo not given)	/	3	14	-5	-4.2	-1.2	?	-1.1	0
53	CC(Sc1ccccc1)C(=O)N1CCN(S(=O)(=O)c2ccccc2)CC1 (stereo not given)	0.1	0	2	-3	-1.6	-1.3	-1	0.7	0
54	NS(=O)(=O)c1ccc(CNC(=S)Nc2ccc(F)c(Cl)c2)cc1	1.3	-2	-2	-1	-7.1	0.2	-2	-0.1	-6
55	Cc1ccc(NC(=O)COC(=O)c2ccc(-n3cnnn3)cc2)c(Br)c1	1.1	14	-7	/	-3.7	-1.5	/	/	0
56	C=CCNC(=S)Nc1ccc2cn[nH]c2c1	0.4	-5	-1	4	-3.9	-1.3	2	-0.4	-3
57	COc1ccc(-n2ccnc2SCC(=O)Nc2ccccc2)cc1	/	13	-1	-2	-3.6	3.7	-8	-0.2	4
58	O=C1CN(C(=O)c2cc3ccccc3oc2=O)C(c2ccc(F)cc2)c2cc(F)ccc2N1 (stereo not given)	0.9	0	1	-3	0.7	-0.4	0	0.2	-6
59	COc1ccc(OC)c(NC(=O)CSc2n[nH]c(-c3cccnc3)n2)c1	1.3	-1	-3	6	-4.3	-0.9	-8	0.6	1
60	CCOCC(=O)Nc1ccc([N+](=O)[O-])cc1C	1.7	-10	-3	-1	-1.3	-0.3	0	-0.2	-4
61	COc1ccccc1N1CCN(S(=O)(=O)Cc2ccccc2Cl)CC1	/	6	0	0	-3.6	-0.4	10	2.0	-7
62	CCc1ccc(NC(=O)COc2coc(CN3CCN(c4ccccc4)CC3)cc2=O)cc1	-7.3	4	12	2	0.6	1.3	4	2.8	10
63	Cn1cc(C(=O)OCC(=O)N2CCCCC2)c2ccccc21	0.6	7	1	2	-1.3	?	-4	-0.1	-3
